High-throughput results deposited in PubChem BioAssay by several laboratories.
GalR3 antag: human GalR3 antagonism; AID 651719; HEK293 GalR3-CNG cAMP membrane potential fluorescence; galR3 body fused to GalR1 C-terminus; inhibition, % at 3 µM; 0.44% of 360,000 active; O60755;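 active = inhibition above the screen-wide average plus 3 SD, cut at about 13% in these data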;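 note: forskolin and galanin both at EC90 stimulate the cells; cAMP rise reported by CNG channel membrane potential dye signal; 0% = forskolin plus galanin with DMSO and 100% = forskolin alone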
Target sequence (O60755 1-299 limits assumed): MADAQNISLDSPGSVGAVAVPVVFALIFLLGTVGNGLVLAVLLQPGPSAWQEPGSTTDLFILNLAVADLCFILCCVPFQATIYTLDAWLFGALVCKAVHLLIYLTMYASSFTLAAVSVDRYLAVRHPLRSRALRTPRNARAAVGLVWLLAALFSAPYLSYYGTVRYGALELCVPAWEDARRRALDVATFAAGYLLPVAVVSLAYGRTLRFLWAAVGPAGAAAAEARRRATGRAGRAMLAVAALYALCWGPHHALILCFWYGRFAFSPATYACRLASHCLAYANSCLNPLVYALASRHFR
GPR7 antagonist: antagonists of human GPR7 (neuropeptides B/W receptor 1); AID 1861; GPR7-expressing cells, fluorescence antagonist assay; P48145; 1.1% of 290,000 active; inhibition, % at 4.4 µM; in the data active = inhibition above about 16%, passing the limit was not always enough;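 note: cells stimulated with the agonist NPW; 0% = agonist with vehicle and 100% = vehicle without agonist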
Target sequence (P48145 whole entry, looked up): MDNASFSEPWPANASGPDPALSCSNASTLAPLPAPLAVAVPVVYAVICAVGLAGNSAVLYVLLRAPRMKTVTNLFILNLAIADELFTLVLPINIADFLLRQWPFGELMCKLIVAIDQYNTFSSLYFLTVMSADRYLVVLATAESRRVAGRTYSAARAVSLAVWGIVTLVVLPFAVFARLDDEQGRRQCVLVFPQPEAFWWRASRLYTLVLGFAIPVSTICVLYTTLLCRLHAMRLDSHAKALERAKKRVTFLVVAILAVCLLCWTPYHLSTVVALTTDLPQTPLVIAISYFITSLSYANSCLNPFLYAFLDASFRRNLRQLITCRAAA
OXTR potentiator: potentiators of human oxytocin receptor; P30559; CHO-OTR cells, Fluo-8 calcium fluorescence, potentiator mode; 0% = oxytocin EC15, 100% = EC100; activation, % at 3 µM; 0.061% of 320,000 active;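 active = activation above that plate's cutoff, the mean activation of tested compounds plus 3 SD, cut at about 6.6% in these data, passing the limit was not always enough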;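 note: 100% uses oxytocin at 75 nM as the full agonist control; some results filed as inactive read as strong as hits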
Target sequence (P30559 whole entry, looked up): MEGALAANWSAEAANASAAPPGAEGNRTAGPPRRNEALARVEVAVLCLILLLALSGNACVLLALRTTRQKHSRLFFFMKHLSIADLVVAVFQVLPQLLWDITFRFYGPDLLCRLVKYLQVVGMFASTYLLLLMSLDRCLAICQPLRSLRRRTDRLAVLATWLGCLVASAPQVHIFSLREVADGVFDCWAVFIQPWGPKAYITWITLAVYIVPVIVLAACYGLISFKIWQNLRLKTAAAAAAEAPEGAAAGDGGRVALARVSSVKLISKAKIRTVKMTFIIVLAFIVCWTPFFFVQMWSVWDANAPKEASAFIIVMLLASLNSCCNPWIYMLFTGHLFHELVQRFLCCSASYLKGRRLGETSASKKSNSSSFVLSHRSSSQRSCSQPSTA
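System: human OTR in CHO cells; Also added: sub-maximal oxytocin, roughly EC15; Timing: compound 6 min at room temperature before oxytocin, 100 s read; Technique: Fluo-8 intracellular calcium fluorescence, ex 470-495, em 515-575 nm; Controls: oxytocin EC15 low and EC100 high; Replication: singlicate.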
MEKK2 WT-MEK5: raises or lowers MEK5 binding to wildtype human MEKK2 PB1 domain | bead flow cytometry, Alexa488-MEK5 binding to MEKK2 WT; actives lie on both sides | binding response (% of control), % at 10 µM | 1.1% of 290,000 active; in the data active = binding response below about 67% or above about 130%
OXTR ag: activates the human oxytocin receptor; P30559; CHO-OTR cells, Fluo-8 calcium fluorescence; normalized: DMSO 0%, oxytocin 100%; activation, % at 3 µM; 0.32% of 320,000 active; AID 2435;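 active = activation above the mean of all tested compounds plus 3 SD, cutoff set per screening run, cut at about 20% in these data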;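 note: peak over basal fluorescence ratio from a 100 s FLIPR kinetic read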
M18AAP inhibitor: blocks P. falciparum M18 aspartyl aminopeptidase | inhibition, % at 7.35 µM | recombinant PfM18AAP, H-Glu-NHMec fluorogenic cleavage | AID 1822 | 1.2% of 290,000 active;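 active = inhibition above the campaign mean inhibition over all tested compounds plus 3 SD, cut at about 28% in these data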;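 note: 0% = plate median of test compound wells and 100% = 2 mM ZnCl2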
NALP1 yeast inh: inhibitors of NALP1 inflammasome in yeast. S. cerevisiae NALP1/ASC/caspase-1 growth, X-gal OD620, 72 h. inhibition, % at 10 µM. 0.61% of 280,000 active; in the data active = inhibition mostly above about 24%, no sharp cut-off; inactive = mostly below about 32%; note: some compounds called inactive have numbers as strong as hits
V1R ag counter: activates human V1a receptor in oxytocin agonist counter-screen; P37288; CHO-V1R cells, Fluo-8 calcium fluorescence, agonist mode; 0% DMSO, 100% 3 nM vasopressin; activation, % at 3 µM; 0.25% of 320,000 active; AID 2797;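 active = activation above the mean activation of all tested compounds plus 3 SD, per screening run, cut at about 20% in these data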;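 note: signal is peak over basal fluorescence ratio across a 100 second FLIPR read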
MEKK2mut PB1 HTS: signal of MEK5 binding to mutant human MEKK2 PB1 domain | bead flow cytometry, Alexa488-MEK5 binding to MEKK2 mutant | percent response, % at 10 µM | 0.35% of 290,000 active | AID 1530; in the data active = percent response above about 24%, passing the limit was not always enough; note: inactives centre near 1; some results filed as inactive read as strong as hits
Starred values were filed as active, the others as inactive; . = no result given; [ ] = another dose, or the depositor's remark.

SMILES	GalR3 antag	GPR7 antagonist	OXTR potentiator	MEKK2 WT-MEK5	OXTR ag	M18AAP inhibitor	NALP1 yeast inh	V1R ag counter	MEKK2mut PB1 HTS
Cc1ccc(CSc2nnc(-c3ccc4c(c3)OCO4)o2)cc1	-1	-9	-7	98	-0.8	-7	11	0.0	0
Cc1cc(-c2csc(NC(=O)c3ccc(=O)[nH]c3)n2)c(C)n1Cc1ccccc1	0	3	2	89	-0.2	-1	-8	-0.8	-6
N#Cc1nc(-c2cccs2)oc1NCc1ccc(Cl)cc1	-7	1	-16	99	-1.0	6	20	0.7	2
Cc1noc(C)c1S(=O)(=O)N1CCC(C(=O)N2CCN(C3CCCC3)CC2)CC1	.	11	-8	.	-0.2	1	20	0.9	.
CSc1ccc(/C=N/NC(=O)c2cccc(Cl)c2)cc1	-5	-5	2	94	-1.4	0	35	-0.5	-2
O=C(CCNC(=O)c1ccc(Br)cc1)NCCCN1CCOCC1	2	.	-7	.	1.1	.	.	0.9	.
Cc1ccc(NC(=O)CNC(=O)COc2ccccc2)nc1	-3	.	7	.	1.4	.	.	0.4	.
CCN1CCN(CCC(=O)Nc2ccc(Br)cc2)CC1	-7	-3	-4	102	1.2	-2	6	0.8	5
CCOc1ccc(OCC(=O)Nc2ccc(N3CCCCC3)cc2)cc1	1	-9	-9	105	-0.3	2	3	-0.5	6
Cn1c(Sc2ccccc2Cl)c(C=O)c2ccccc21	-5	-2	-22	.	-0.9	-3	6	-0.2	.
CCc1ccc(C(=O)/C=C/c2ccc([N+](=O)[O-])o2)cc1	2	6	-4	94	-0.3	4	0	-0.2	-1
Cc1ccc(C(=O)NCC(=O)NCc2cc(=O)n(C)c(=O)n2C)cc1	-3	-4	-5	101	1.4	-7	8	0.8	1
COc1ccc([C@H]2CC(=O)C=C(c3ccc4ncccc4c3)C2)cc1OC	-4	.	2	.	2.1	.	.	2.1	.
O=C(NCC1CCCO1)c1cn(-c2ccccc2)nc1-c1ccccc1 (configuration not stated)	2	0	-2	99	-0.9	1	18	-0.8	1
CCOC(=O)C/C(C)=N/NC(=O)CN(c1ccc(Br)cc1)S(=O)(=O)c1ccccc1	-11	-14	-7	91	0.5	6	14	0.2	-11
CCc1nnc(NS(=O)(=O)c2ccc(Nc3ccc4nonc4c3[N+](=O)[O-])cc2)s1	-3	-9	3	87	-0.4	5	-18	-0.5	-10
CC(=O)NCCC(=O)Nc1nc(-c2cccs2)c(-c2cccs2)s1	2	-2	1	112	0.1	1	31	2.7	29
COc1ccc(/C=N/Nc2nnc(Cc3ccc(OC)c(OC)c3)c(=O)[nH]2)cc1OC	-4	-5	1	96	0.4	-7	30	-1.0	-2
CCOC(=O)C(C)Sc1nnc2n1C(C)(C)Cc1ccccc1-2 (configuration not stated)	-2	4	6	101	-1.5	-4	-14	-0.8	3
O=C(COC(=O)/C=C/c1cccc(F)c1)NC1CC1	1	.	-3	.	1.5	.	.	1.3	.
OCCC1CN(Cc2ccncc2)CCN1C1CCCC1 (configuration not stated)	-6	-11	-6	106	0.4	8	0	0.7	4
Cc1cc(CNC(=O)[C@H](C)[C@@H]2C[C@@]2(C)[C@@H](NC(=O)OCc2ccccc2)c2ccccc2)nn1C	-1	2	-9	98	-1.8	0	7	-0.4	4
COc1ccc(NS(=O)(=O)c2cccc(NC(=O)C34CCC(CC3)C4)c2)cc1	-6	5	-9	101	1.5	-13	.	5.2	-1
Cc1ccnc(NS(=O)(=O)c2ccc(NC(=O)c3ccccc3F)cc2)n1	-9	-14	3	103	0.4	2	13	-0.2	2
CC1(C)Oc2ccc(C(=O)NNC(=O)Nc3ccccc3)cc2NC1=O	-2	-14	0	98	1.0	23	-3	-0.3	-2
SMILES	GalR3 antag	GPR7 antagonist	OXTR potentiator	MEKK2 WT-MEK5	OXTR ag	M18AAP inhibitor	NALP1 yeast inh	V1R ag counter	MEKK2mut PB1 HTS
O=C(Nc1cccc(OC(F)(F)F)c1)c1ccc(Br)o1	-5	-8	3	96	-1.6	-3	24	-1.9	-6
Cc1ccc(-c2cc(C(=O)Nc3ccc(S(=O)(=O)Nc4ncccn4)cc3)c3ccccc3n2)cc1	0	7	-8	91	-0.1	3	27	0.1	-5
Cc1cc(C)c(S(=O)(=O)c2ccccc2C)c(OCC(C)(C)C)n1	-2	-3	-6	104	-2.4	-10	2	-0.9	21
Cc1cc(/C=C2\C(=O)NN(c3ccccc3)C2=O)c(C)n1-c1ccccc1O	1	5	-2	32*[inhibitor]	0.7	-13	.	-0.6	-13
Cc1cc(/C=C2\Sc3ccccc3N2C)cc(C)[n+]1CC1CCCO1 (configuration not stated)	-5	-3	.	67	.	50*	13	.	-9
CCC(c1nnnn1C1CCCC1)N1CCN(c2cccc(OC)c2)CC1 (configuration not stated)	-5	3	-15	103	-2.4	8	-6	0.5	1
Cc1cc(C)n(CCCNC(=O)CN(C)S(=O)(=O)c2ccc(Cl)cc2)n1	-1	.	3	.	-0.8	.	.	-1.8	.
COc1cccc(NC(=O)C(Sc2nnc(-c3ccncc3)n2-c2ccc(Cl)cc2)c2ccccc2)c1 (configuration not stated)	-7	-3	-9	84	2.8	1	23	1.0	-4
O=C(COC(=O)/C=C/c1ccc([N+](=O)[O-])cc1)NC(c1ccccc1)c1ccccc1	-2	-6	-4	99	-1.1	5	27	0.7	-1
Cc1cc(=O)oc2cc(OCC(=O)NCCN3CCOCC3)c(Cl)cc12	-4	-8	1	95	-0.1	-15	1	0.4	0
Cc1ccccc1NS(=O)(=O)c1ccc(C)c(C(=O)N2CCOCC2)c1	-5	-20	-1	103	-0.1	2	8	0.5	6
Cc1c(N=Cc2cc3c(cc2[N+](=O)[O-])OCO3)cccc1[N+](=O)[O-]	-1	.	-5	.	-1.2	.	.	0.2	.
CC1=C(C(=O)OC(C)C)C(C2CC=CCC2)NC(=O)N1 (configuration not stated)	-1	-3	3	-4.0*[inhibitor]	-1.9	-7	5	-0.5	-40
CCCC(NS(=O)(=O)c1ccc(-c2ccc(=O)[nH]n2)s1)c1cccs1 (configuration not stated)	-5	0	-10	103	2.1	-5	14	3.5	0
NC(=O)NOCc1c(Cl)cccc1Cl	5	-15	-3	102	0.2	6	23	0.8	-1
COc1ccc(NC(=O)NCCCN2CCCC2=O)c(OC)c1	-1	-6	7	94	0.7	2	-11	-0.4	-1
Cc1ccc(C)c(NS(=O)(=O)c2cc(Br)cnc2N)c1	-5	-26	-14	97	-1.1	3	-10	-1.2	13
O=C(NCCc1nnc2ccc(NCc3ccccc3Cl)nn12)c1ccccc1	-6	2	3	83	0.4	-11	7	1.0	-8
CCNC(=O)/C(=C/c1ccco1)NC(=O)/C=C/c1ccccc1	-5	9	-3	108	2.3	-2	14	1.9	5
c1ccc(Nc2nc(-c3ccncc3)cs2)nc1	-5	0	-9	104	-2.7	2	15	-1.8	7
COc1cc(C(=O)OCC(C)=O)cc(NC(=O)c2ccco2)c1OC	-2	-6	-12	98	-0.9	5	0	-0.1	-1
CCOc1ccc2cc(C#N)c(SCC(=O)N3CCC(C)CC3)nc2c1	-1	-6	8	85	-1.5	-4	2	-0.5	-9
COc1ccc(NCc2nnc(SCC(=O)NNC(=O)c3ccc(C)cc3)n2C)cc1	-1	-3	-7	99	-1.3	4	17	0.9	-1
COc1ccc(-c2nc(O)c3cnccn23)cc1	-4	-7	-8	101	0.1	6	21	2.0	2
FC(F)(F)c1cc(-c2ccccc2)nc(-n2cc(Cl)cn2)n1	-3	-5	-15	81	-2.3	-9	10	-1.0	-11

Reprinted from the part before: three entries, then new ones.
SMILES	GalR3 antag	GPR7 antagonist	OXTR potentiator	MEKK2 WT-MEK5	OXTR ag	M18AAP inhibitor	NALP1 yeast inh	V1R ag counter	MEKK2mut PB1 HTS
COc1ccc(NCc2nnc(SCC(=O)NNC(=O)c3ccc(C)cc3)n2C)cc1	-1	-3	-7	99	-1.3	4	17	0.9	-1
COc1ccc(-c2nc(O)c3cnccn23)cc1	-4	-7	-8	101	0.1	6	21	2.0	2
FC(F)(F)c1cc(-c2ccccc2)nc(-n2cc(Cl)cn2)n1	-3	-5	-15	81	-2.3	-9	10	-1.0	-11
CCCC(=O)Nn1cnc2c(c1=O)C1(CCCC1)Cc1ccccc1-2	5	1	-1	113	-1.3	-4	19	0.0	8
CN(C)S(=O)(=O)c1ccc2c(c1)C(=NNC(N)=O)c1cc(S(=O)(=O)N(C)C)ccc1-2	-13	-19	.	99	.	-7	6	.	-3
CCOC(=O)Cc1csc(NC(=O)c2cc(OC)cc(OC)c2)n1	2	-2	-12	105	-1.0	2	15	-0.4	5
COCCN(CC(=O)Nc1ccccc1C(F)(F)F)C(=O)/C=C/c1cc(Cl)c2c(c1)OCO2	-7	.	-7	.	1.4	.	.	3.5	.
Cc1noc(C)c1COc1cccc(C(=O)NC(C)(C)C)c1	-4	8	-2	95	-0.9	-3	12	-0.3	5
CCN(CC)S(=O)(=O)c1ccc2[nH]c(=O)cc(C(=O)Nc3ccc(C)c(S(=O)(=O)N(CC)CC)c3)c2c1	-2	1	-9	94	-0.2	-2	46	0.9	-2
COc1ccc(C(=O)Nc2ccccc2C(=O)NCc2ccco2)cc1OC	1	-14	-2	93	-0.6	-10	-10	0.7	-4
COc1ccccc1C(=O)NCCC(=O)NCc1ccccn1	-6	.	3	.	-0.2	.	.	-0.1	.
CCSc1ccccc1C(=O)Nc1cccc(OC)c1	-6	-7	3	99	-1.7	-6	11	-0.8	-2
Cc1nc2c3cc(Cl)ccc3n(CCN3CCCCC3)c2s1	-5	22	2	95	-1.5	14	5	-0.4	2
Brc1ccc(OCCOCCOc2cccc3cccnc23)cc1	0	3	-12	112	-1.1	2	.	-0.2	12
CCOC(=O)C(CC)Sc1nc2c(c(=O)[nH]c(=O)n2C)n1C/C=C(/C)Cl (configuration not stated)	6	-11	0	96	-1.3	-26	15	-2.1	1
COc1ccc(C(=O)NCC(=O)N2CCc3ccccc3C2)cc1	-4	-4	-18	104	-1.1	-2	16	1.0	-2
O=C(O)C1C2C=CC(C2)C1C(=O)Nc1ccccc1Br (configuration not stated)	-9	-6	-12	106	0.4	-9	-1	0.4	2
O=C(Nc1ccc(Cl)c(Cl)c1)Nc1nccs1	3	-1	-29	106	15	4	.	11	11
CCC(=O)c1ccc(OCC(=O)NCC2(N3CCCCC3)CCCCC2)cc1	0	5	-9	89	-0.4	-10	14	0.8	-13
CCCCCCC1CC(CSc2ncn[nH]2)OC1=O (configuration not stated)	3	-1	-5	100	-0.7	0	14	0.1	-3
CCOC(=O)c1ccc(NC(=O)CSc2nnc(CNC(=O)c3c(F)cccc3Cl)o2)cc1	-4	7	-18	103	5.9	-1	22	5.1	4
COc1ccccc1N1CCN(C2CCCN(C(=O)CN3CCCC3=O)C2)CC1 (configuration not stated)	2	-10	.	100	.	-7	1	.	3
CC(=O)c1c(C)[nH]c(C(=O)OCc2ccccc2)c1C	2	-8	-12	108	3.9	4	33	5.9	1
NS(=O)(=O)c1ccc(N2CCN(S(=O)(=O)Cc3ccccc3)CC2)nc1	-4	.	-6	.	2.2	.	.	1.2	.

Already shown: entries from further up.
SMILES	GalR3 antag	GPR7 antagonist	OXTR potentiator	MEKK2 WT-MEK5	OXTR ag	M18AAP inhibitor	NALP1 yeast inh	V1R ag counter	MEKK2mut PB1 HTS
CC(=O)c1c(C)[nH]c(C(=O)OCc2ccccc2)c1C	2	-8	-12	108	3.9	4	33	5.9	1
NS(=O)(=O)c1ccc(N2CCN(S(=O)(=O)Cc3ccccc3)CC2)nc1	-4	.	-6	.	2.2	.	.	1.2	.
